# Tau fluor cs = counter-screen for tau fibril formation inhibitors; tau K18 P301L Alexa594 fluorescence, heparin fibrillization; AID 1463; hit rate 0.93% among 280,000; Potency, µM (series often up to 57.7 µM), inactives show top-dose activity change, negative = decrease; further: on the % scale 0 is the no-effect control and ±100 the full control effect; nearly all actives have a fitted effect of over 55% in size
#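 Human tau K18 P301L (15 uM unlabeled, 0.24 uM Alexa 594-labeled) in 100 mM sodium acetate pH 7 with 20 uM heparin, 6 hr at 37 C. ThT 30 uM added, 1 hr ambient; Alexa 594 FP and total fluorescence read at 555/632 nm.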
# Epigenetic derep = regulators of epigenetic silencing causing reporter derepression in mouse cells. AID 1865. murine LDR cells, GFP reporter derepression, 30 h. Potency, µM (top dose mostly 53.9 µM), without a hit: at the highest dose GFP activation, hits mostly activators. hit rate 0.2% among 280,000; further: % of control where 0% means no effect; nearly all actives have a fitted effect of over 60% in size
#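 Derepression of a silenced CMV-GFP reporter in murine LDR cells is scored by enumerating GFP-positive cells with a laser-scanning microplate cytometer after 30 hours of treatment at 37 C.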
# GAA glycogen mod = inhibitors or activators of human alpha-glucosidase glycogen cleavage | P10253 | AID 2100 | hit rate 0.38% among 300,000 | Potency, µM (titrated, usually from 76.4 µM), without a hit: at the highest dose activity change, negative = inhibition, most hits filed as inhibitors | recombinant GAA, glycogen substrate, Amplex Red glucose oxidase fluorescence;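 further: 0% = full enzyme reaction and -100% = no-enzyme basal signal; the screen sought inhibitors and activators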
#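 qHTS, 1536-well; enzyme 4 nM final; cpd up to 77 uM; substrate bovine liver glycogen 30 ug; 50 mM citrate/phosphate pH 5.0, 0.01% Tween-20; 37 C, 40 min; Amplex Red detection 45 min RT; Hill fit → AC50.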
# * hit, by the source's call; ? = inconclusive; / = no result given; & = joins results of further samples; [ ] = remark or other dose. The call rests on the fitted dose curve; in most records, active means well fitted curve in the direction sought with a large enough effect; inconclusive means small, poorly fitted or top-dose-only effect, or another doubt; inactive means no such curve, though single readings can be large; an effect the other way counts as inactive or inconclusive. Potency means the concentration at half of the fitted maximal effect. A portion of the library, so the mix of outcomes need not match the whole.
SMILES,Tau fluor cs,Epigenetic derep,GAA glycogen mod
CC1CCCCN1CC(=O)N1CCCc2c1c(=O)oc1ccc(OCc3ccccc3)cc21 (centres undefined),-9%,-2.0%,-6%[76.3 µM]
COc1cccc(-c2nn(C)c3sc(C(=O)N4CCN(c5cccc(C)c5)C(C)C4)cc23)c1 (centres undefined),-25%,0.2%,-17%[76.3 µM]
Cc1cc(C)c(Nc2nn3c(=O)c4cc5c(cc4nc3s2)OCO5)c(C)c1,-27%,9.0%,0%[76.3 µM]
COc1ccc(CNC(=O)c2cc3c(-c4ccccc4F)nn(C)c3s2)cc1,?,-2.5%,7%[76.3 µM]
Cc1cc(C)c(Cn2c3ccccc3c3cnn(CC(=O)NCCc4ccccc4)c(=O)c32)c(C)c1,3%,-1.9%,-12%[76.3 µM]
CCCOc1ccc(Oc2nc(NCC(C)C)nc(N3CCOCC3)n2)nn1,7%,-1.2%,-16%[76.3 µM]
O=S(=O)(c1ccc(-n2cnnn2)cc1)N1CCN(c2ccccc2F)CC1,0%,-3.4%,-5%[76.3 µM]
Cc1cccc(OCCCCn2c(C3CC(=O)N(c4ccccc4Cl)C3)nc3ccccc32)c1 (centres undefined),-14%,0.4%,2%[76.3 µM]
COc1ccc(CNC(=O)Cc2csc3ccccc23)cc1OC,-10%,0.9%,-6%[76.3 µM]
CC(=O)N1c2ccc(S(=O)(=O)NCC3CCC(C(=O)Nc4cccc(F)c4)CC3)cc2CC1C (centres undefined),-14%,-1.7%,10%[76.3 µM]
O=C(CN1C(=O)c2ccccc2Sc2ncccc21)Nc1cccc(C(F)(F)F)c1,-22%,0.8%,1%[76.3 µM]
Nc1c(C(=O)NCc2ccccc2)nnn1Cc1cccc(Br)c1,-16%,1.9%,8%[76.3 µM]
Cc1ccc2c(CC(=O)Nc3ccc(S(=O)(=O)N4CCCCC4)cc3)coc2c1C,?,-1.9%,-8%[76.3 µM]
COc1ccc(OC)c(Nc2c3c(nc4ccccc24)CCC3)c1,-15%,0.6%,5%
Cc1cc2oc(C(=O)N(Cc3ccccc3F)C3CCS(=O)(=O)C3)c(C)c2cc1Cl (centres undefined),-17%,-1.9%,-8%[76.3 µM]
COc1cccc(-n2cc(C(=O)NCc3ccc(C)cc3)c3ccccc3c2=O)c1,-2%,1.4%,-6%[76.3 µM]
Cc1ccc(C)c(N2CCN(C(=O)c3cn(CC(C)C)c(=O)c4c3c3ccccc3n4C)CC2)c1,-3%,-1.8%,11%[76.3 µM]
COc1ccc(CNc2oc(-c3ccc(COc4ccc(OC)cc4)o3)nc2C#N)cc1,?,1.6%,?
Cc1ccc(Cl)cc1NC(=O)c1csnn1,-18%,-1.6%,10%[76.3 µM]
CC1CCN(S(=O)(=O)c2ccc3c(c2)CCN3C(=O)Nc2cccc(Br)c2)CC1,-14%,2.7%,13%[76.3 µM]
Cc1cccc(NC(=O)N2CCC3(CC2)Oc2ccccc2C(=O)N3Cc2ccccc2F)c1C,2%,5.6%,-7%[76.3 µM]
COc1ccc(Cl)cc1NC(=O)CCc1c(C)nc2c(c1C)c(=O)n(C)c(=O)n2C,-13%,5.6%,20%[76.3 µM]
COc1ccc(N(CC(=O)NCc2ccc(F)cc2)S(=O)(=O)c2c(C)noc2C)cc1,-19%,-0.1%,19%[76.3 µM]
Cc1cc2c(cc1C)NC(CC(=O)Nc1ccccc1SC(F)(F)F)C(=O)N2 (centres undefined),-24%,1.1%,?
CCOc1cc(Cl)c(S(=O)(=O)n2cc(C)nc2CC)cc1Cl,-19%,-0.2%,11%[76.3 µM]
COCCCn1c(=O)c2sccc2n2c(CCCC(=O)Nc3cc(C)cc(C)c3)nnc12,-14%,-3.6%,5%[76.3 µM]
Cc1ccc(C)n1-c1nnc(N2CCC(C(=O)NCc3ccccc3Cl)CC2)s1,-23%,-3.2%,10%[76.3 µM]
Cc1ccccc1CNC(=O)CCCn1ncn2c(cc3occc32)c1=O,-8%,-0.3%,0%&10%[76.3 µM]
CCc1cc(C(=O)NCc2ccccc2)no1,-3%,-0.9%,5%[76.3 µM]
O=C(Cc1ccc(Cl)cc1)Nc1ccc2nn(-c3ccc(Cl)cc3)nc2c1,-11%,-1.6%,12%[76.3 µM]
CCOC(=O)C1=C(CS(=O)(=O)c2ccc(OC)c(Cl)c2)NC(=O)NC1c1cccc(OC)c1 (centres undefined),-18%,-0.9%,11%[76.3 µM]
COc1ccc(-c2cn3nc(N4CCC(C(=O)NCc5ccccc5F)CC4)sc3n2)cc1,-11%,-1.2%,13%[76.3 µM]
CCC1CCc2nc3sc(C(=O)Nc4ccc(C)cc4)c(N)c3cc2C1 (centres undefined),-16%,2.9%,0%[76.3 µM]
CCn1cc(/C=C(\NC(=O)c2ccc(C)cc2)C(=O)NCCCn2ccnc2)c2ccccc21,-9%,-2.3%,14%[76.3 µM]
Cc1cccc(N2CCN(C(=O)c3oc(=O)c4ccccc4c3-c3ccccc3)CC2)c1C,0%,2.4%,-8%[76.3 µM]
Cc1cccc(C)c1NC(=O)CCCn1c(=O)c2cccn2c2ccccc21,?,0.0%,11%[76.3 µM]
Cc1ccc2oc(-c3cccc(NC(=O)c4sc5c([N+](=O)[O-])cccc5c4Cl)c3)nc2c1,-12%,0.8%,-2%[76.3 µM]
Cc1ccc(CNC(=O)C(C)n2nc(C)c3sc4ccccc4c3c2=O)cc1 (centres undefined),-12%,?,-2%[76.3 µM]
Cc1ccccc1-n1c(=O)c2c3c(sc2n2cnnc12)CCCC3,-4%,1.0%,19%[76.3 µM]
CCN1CCN(c2cc(C)c3cc(NC(=O)c4cccc(C(F)(F)F)c4)ccc3n2)CC1,?,-4.0%,13%[76.3 µM]
O=C(CCn1c(=O)c2cccn2c2cccnc21)N1CCN(c2cccc(Cl)c2)CC1,-7%,9.1%,-7%[76.3 µM]
COc1ccc(C(=O)n2nc(N)c3cc4ccc(C)cc4nc32)cc1OC,-5%,1.2%,10%[76.3 µM]
COc1ccc(OC)c(NC(=O)CSc2nnc3ccc4ccccc4n23)c1,-8%,-0.8%,2%[76.3 µM]
CCN(C(=O)Cn1c(=O)n(Cc2ccc3c(c2)OCO3)c(=O)c2ccc(C(=O)NC3CCCCC3)cc21)c1cccc(C)c1,-16%,-1.8%,11%[76.3 µM]
COc1cccc(C(=O)NC(=NCCc2c[nH]c3ccc(OC)cc23)Nc2nc(C)cc(C)n2)c1,?,-1.1%,-14%[76.3 µM]

# Reprinted at random: 5 entries already listed
SMILES,Tau fluor cs,Epigenetic derep,GAA glycogen mod
COc1ccc(C(=O)n2nc(N)c3cc4ccc(C)cc4nc32)cc1OC,-5%,1.2%,10%[76.3 µM]
Cc1cccc(C)c1NC(=O)CCCn1c(=O)c2cccn2c2ccccc21,?,0.0%,11%[76.3 µM]
COc1ccc(-c2cn3nc(N4CCC(C(=O)NCc5ccccc5F)CC4)sc3n2)cc1,-11%,-1.2%,13%[76.3 µM]
Cc1ccc(CNC(=O)C(C)n2nc(C)c3sc4ccccc4c3c2=O)cc1 (centres undefined),-12%,?,-2%[76.3 µM]
Cc1cccc(N2CCN(C(=O)c3oc(=O)c4ccccc4c3-c3ccccc3)CC2)c1C,0%,2.4%,-8%[76.3 µM]

# New compounds follow
SMILES,Tau fluor cs,Epigenetic derep,GAA glycogen mod
CCCC(=O)Nc1ccc2c(c1)nc(CN1CCN(C(=O)OCC)CC1)n2C(C)C,-12%,0.5%,-1%[76.3 µM]
CCOC(=O)c1ccc(N2C(=O)c3[nH]nc(-c4ccc(OC)cc4)c3C2c2cccc(O)c2)cc1 (centres undefined),?,4.9%,-16%[76.3 µM]
CCOC(=O)c1cc2c(=O)n3ccccc3nc2n(Cc2ccco2)c1=NC(=O)c1ccc(C)c(C)c1,-8%,?,3%[76.3 µM]
CCn1c(CNC(=O)c2ccc(OC)cc2)nnc1SCC(=O)Nc1ccccc1,-9%,7.3%,24%[76.3 µM]
CC(C)c1ccc(NC(=O)CC2Oc3ccccc3NC2=O)cc1 (centres undefined),?,1.4%,0%
CC(C)C(=O)N1c2nc(C(C)C)nn2C2(CCCCC2)[C@@H]2CCCC[C@@H]21,-6%,-3.2%,17%[76.3 µM]
CCCCn1c(CCNC(=O)c2ccc(F)cc2)nc2ccccc21,-16%,-0.3%,0%[76.3 µM]
CC1(C(=O)NC2CCCCC2)Cc2ccccc2C(=O)N1Cc1ccccc1Cl (centres undefined),-7%,0.0%,15%[76.3 µM]
CC1CN(C(=O)N2CCC(C(=O)NCCC3=CCCCC3)CC2)c2cc(Cl)ccc2O1 (centres undefined),-3%,0.0%,-9%[76.3 µM]
CCOC(=O)c1cccc(NC(=O)Cn2ncc3c4ccccc4n(Cc4ccccc4)c3c2=O)c1,-25%,0.8%,4%[76.3 µM]
CCCN(C(=O)CCc1nc(-c2ccc(C)cc2)no1)c1ccc(OCC)cc1,-23%,4.0%,10%[76.3 µM]
Cc1c2cnn(-c3ccccc3)c(=O)c2c(C)n1CC(=O)Nc1ccccc1Br,-13%,-3.4%,4%[76.3 µM]
CCc1ccc(NC(=O)N(Cc2ccc(C)cc2)Cc2cccn2-c2nnc(N3CCCC3=O)s2)cc1,-18%,2.2%,-3%[76.3 µM]
Clc1ccccc1-c1nnc(SCc2nc(-c3ccccc3)no2)n1-c1ccccc1,-24%,-1.1%,-4%[76.3 µM]
CCCCn1cc(S(=O)(=O)c2ccc(C)c(C)c2)c(=O)c2cc(F)c(N3CCCC(C)C3)cc21 (centres undefined),3%,-0.4%,8%[76.3 µM]
Cn1c(=O)c2sccc2n2c(CCC(=O)N3CCN(c4ccc(F)cc4)CC3)nnc12,-12%,-0.9%,10%[76.3 µM]
COc1ccc(OC(=O)c2nc(SCc3ccc(C)cc3)ncc2Cl)cc1,-15%,-3.4%,-7%[76.3 µM]
CC1CCCCN1CCCNC(=O)CN1C(=O)CSc2ccc(S(=O)(=O)N3CCOCC3)cc21 (centres undefined),-2%,0.0%,-12%[76.3 µM]
COc1ccc(Nc2nc(N)nc(N)c2S(=O)(=O)c2ccccc2)cc1,?,1.1%,6%[76.3 µM]
COc1ccc(C2CC(=O)c3cc(-c4nc(-c5cccc([N+](=O)[O-])c5)cs4)c(=O)n(-c4ccccc4C)c3C2)cc1 (centres undefined),-26%,-3.4%,-3%[76.3 µM]
CCOc1cc2sc(N3CCC(C(=O)Nc4ccc(C(C)C)cc4)CC3)nc2cc1Br,?,1.4%,-9%[76.3 µM]
COc1ccc(C2NC(=O)N(C)C3=C2C(=O)N(c2ccc(C(=O)O)cc2)C3)cc1 (centres undefined),-5%,-2.2%,7%[76.3 µM]
O=C(c1ccc(CSc2nc3ccncc3n2Cc2ccc(F)cc2)cc1)N1CCCCCC1,-3%,12%,4%[76.3 µM]
CCCSCCCNC(=O)C1CCN(c2nn3cc(-c4ccc(F)cc4)nc3s2)CC1,-9%,-1.2%,9%[76.3 µM]
O=S(=O)(c1cccc(F)c1)N1CCC(Oc2ccc(-n3cnnn3)cc2)CC1,-22%,-2.6%,10%[76.3 µM]
CCCCNC(=O)Cn1cnc2sc(C)c(S(=O)(=O)N3CCN(c4ccccc4OC)CC3)c2c1=O,-10%,3.8%,0%
CC1CN(C(=O)Nc2ccc(C(=O)NCCc3ccc(Cl)cc3)cc2)c2ccccc2S1 (centres undefined),-7%,-5.4%,12%[76.3 µM]
COc1cccc(NC(=O)CSc2nc3cc(OC)c(OC)cc3c3nc(-c4ccccc4)nn23)c1,-7%,-1.3%,-8%[76.3 µM]
COc1ccc2c(CNCc3cccs3)c(C(=O)O)n(Cc3ccccc3F)c2c1,-10%,4.1%,/
Cc1ccc(NC(=O)CCc2nc(-c3ccccc3F)no2)c(C)c1,2%,0.0%,-7%[76.3 µM]
Cc1ccc(NC(=O)CN2C(=O)COc3ccc(S(=O)(=O)N4CCOCC4)cc32)cc1N(C)C,-14%,16%,-7%&11%[76.3 µM]
COc1cccc(-c2nn(C)c3sc(C(=O)NCCc4cccc(C)c4)cc23)c1,?,1.5%,-18%[76.3 µM]
CC(C)N(Cc1ccccc1)C(=O)CN1C(=O)COc2ccc(S(=O)(=O)N3CCCCCC3)cc21,-5%,2.7%,-18%[76.3 µM]
CC1=C(c2ccc(C)c(C)c2)S(=O)(=O)N=C1N1CCC(C(=O)NC(C)Cc2ccco2)CC1 (centres undefined),-20%,0.0%,14%[76.3 µM]

# Some of these compounds in order of molar mass, low to high:
SMILES,Tau fluor cs,Epigenetic derep,GAA glycogen mod
Cc1ccccc1-n1c(=O)c2c3c(sc2n2cnnc12)CCCC3,-4%,1.0%,19%[76.3 µM]
Nc1c(C(=O)NCc2ccccc2)nnn1Cc1cccc(Br)c1,-16%,1.9%,8%[76.3 µM]
O=S(=O)(c1cccc(F)c1)N1CCC(Oc2ccc(-n3cnnn3)cc2)CC1,-22%,-2.6%,10%[76.3 µM]
